Assay outcomes deposited in PubChem BioAssay by National Center for Advancing Translational Sciences (NCATS).
D2 agonist – activates the human D2 dopamine receptor; HEK293 T-REx D2 cells, calcium flux agonist mode; activation, % at 2 µM; AID 485358; P14416; hit rate 0.53% among 340,000;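 active = activation over 3 SD above normal in the single-dose calcium agonist read, cut at about 30% in these data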; note: 0% is about no effect
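HEK293 Trex D2 cells, tetracycline-induced, o/n 30 C 5% CO2; no-wash Ca dye, RT 30–90 min; 10-cycle baseline, 23 nl cpd added, kinetic Ca read 180 s; agonist hits = positive Ca response.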
D1 antagonist – blocks dopamine activation of the human D1 receptor. P21728. HEK293 TREx D1 cells, calcium flux, dopamine EC80; active compounds read low. activity change, negative = inhibition, % at 10 µM. hit rate 3.2% among 360,000; in the data active = activity change below about -30%; note: % is set by controls: 0 for no effect and ±100 for the full control effect
Target sequence (P21728 whole entry, looked up): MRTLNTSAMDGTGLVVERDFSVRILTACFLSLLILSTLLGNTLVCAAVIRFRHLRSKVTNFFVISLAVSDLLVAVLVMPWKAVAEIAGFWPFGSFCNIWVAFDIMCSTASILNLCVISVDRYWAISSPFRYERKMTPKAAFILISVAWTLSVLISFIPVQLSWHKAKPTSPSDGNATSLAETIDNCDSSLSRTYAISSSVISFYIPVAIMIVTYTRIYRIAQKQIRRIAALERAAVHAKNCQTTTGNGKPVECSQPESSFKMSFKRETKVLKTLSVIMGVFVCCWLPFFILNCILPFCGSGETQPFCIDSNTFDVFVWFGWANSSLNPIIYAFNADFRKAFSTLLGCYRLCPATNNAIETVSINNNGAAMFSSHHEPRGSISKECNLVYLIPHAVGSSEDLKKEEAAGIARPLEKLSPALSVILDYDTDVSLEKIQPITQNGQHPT
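Tetracycline-induced HEK293 T-REx cells with force-coupled D1 receptor were loaded with a no-wash calcium dye. Compound was added after a 10 s baseline and read kinetically for 180 s; EC80 dopamine was then added and calcium flux followed another 180 s.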
D1 ag – activates the human D1 dopamine receptor. AID 504660. activation, % at 2 µM. P21728. hit rate 1% among 360,000. HEK293 T-REx D1 cells, calcium flux, agonist mode; note: 0% is about no effect
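Inducible HEK293 T-REx D1 cells, force-coupled to calcium signalling, were plated at 4000 cells/well with tetracycline and held overnight at 30 C. After no-wash calcium dye loading, compound-evoked calcium rise over 180 s flagged agonists.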
RXFP1 antag – blocks the human relaxin receptor RXFP1 | Q9HBX9 | HEK293-RXFP1, relaxin-stimulated cAMP HTRF, 30 min; active compounds read low | activity change, negative = inhibition, % at 57.5 µM | hit rate 0.59% among 350,000;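 active = activity change of -60% or lower, but not beyond a set lower limit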; note: % is set by controls: 0 for no effect and ±100 for the full control effect
TRHR agonist – activates the human TRH receptor | P34981 | TRHR cells, calcium flux fluo-8, FDSS agonist mode | activation, % at 2 µM | hit rate 0.18% among 360,000; note: 0% is about no effect
Target sequence (P34981 whole entry, looked up): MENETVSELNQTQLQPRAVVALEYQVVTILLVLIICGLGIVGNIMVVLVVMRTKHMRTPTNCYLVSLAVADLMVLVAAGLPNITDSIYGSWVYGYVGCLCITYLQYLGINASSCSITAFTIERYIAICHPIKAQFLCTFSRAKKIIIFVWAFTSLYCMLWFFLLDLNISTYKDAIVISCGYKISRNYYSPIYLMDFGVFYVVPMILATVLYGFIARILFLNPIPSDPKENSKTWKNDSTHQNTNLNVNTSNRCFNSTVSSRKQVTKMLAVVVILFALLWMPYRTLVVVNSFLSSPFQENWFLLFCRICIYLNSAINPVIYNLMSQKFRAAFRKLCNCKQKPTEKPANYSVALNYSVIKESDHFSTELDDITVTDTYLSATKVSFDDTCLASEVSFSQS
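TRHR-expressing cells, plated overnight in medium with 10% serum, were loaded with fluo-8 calcium dye at room temperature. After a 10 s baseline, library compound was pin-added and calcium release was recorded kinetically (ex 480/em 530) as agonist response.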
D2 PAM – positive allosteric modulators of human D2 dopamine receptor. P14416. potentiation, % at 10 µM. HEK293 T-REx D2, calcium flux, EC20 dopamine potentiation. AID 485347. hit rate 0.34% among 340,000;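 active = potentiation over 3 SD above the plate norm, cut at about 30% in these data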; note: 0% is about no effect
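Primary screen. Calcium kinetics in induced HEK293 T-REx D2 cells: compound pre-addition 180 s, EC20 dopamine, 180 s more.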
TRHR enhancer – allosterically enhances the human TRH receptor; TRHR cells, fluo-8 calcium fluorescence, EC20 TRH enhancement; hit rate 0.66% among 360,000; P34981; enhancement, % at 2 µM; in the data active = enhancement above about 30%; note: 0% is about no effect
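TRHR-expressing cells loaded with fluo-8 calcium dye were read kinetically (ex 480/em 530) during compound addition, then stimulated with an EC20 of TRH (10 nM final). Enhancement of the Gq-mediated intracellular calcium response was scored.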
D1 PAM – potentiators of human D1 dopamine receptor; HEK293 TREx D1 cells, calcium flux, dopamine EC20 potentiation; potentiation, % at 10 µM; hit rate 0.036% among 360,000; in the data active = potentiation above about 30%; note: 0% is about no effect
D2 antagonist – antagonizes the human D2 dopamine receptor. AID 485344. P14416. inhibition, % at 10 µM. hit rate 2% among 340,000. HEK293 TREx D2 cells, calcium flux, dopamine EC80; in the data active = inhibition above about 30%; note: 0% is about no effect
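Read-out: kinetic calcium fluorescence (1 cycle/s) in inducible HEK293 T-REx D2 cells after an EC80 dopamine addition that followed 180 s compound preincubation. Loss of the dopamine response indicates antagonism.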
Numbers without * were called inactive. Cut-off read from the data, not from the text of the source, unless noted: active = activation above about 30%; inactive = the rest.

Sample of the layout:
`CC(=O)c1ccc(N2C(=O)N(CC(=O)c3ccc(C)cc3)c3ccccc3S2(=O)=O)cc1` gave D2 agonist 0.3, D1 antagonist 7, D1 ag 3, TRHR agonist 1.3, D2 PAM -16, TRHR enhancer -1 and D1 PAM 4.
Screening COc1ccc(C(=O)N(C)C2CCCCC2)cc1S(=O)(=O)N1CCOCC1 returned D2 agonist 0.9, D1 antagonist 6, D1 ag 4, RXFP1 antag 0, TRHR agonist 0.2, D2 PAM -7, TRHR enhancer 1, D1 PAM -2 and D2 antagonist 7.

The list itself (from the top)
`CC(=O)c1ccc(N2C(=O)N(CC(=O)c3ccc(C)cc3)c3ccccc3S2(=O)=O)cc1` gave D2 agonist 0.3, D1 antagonist 7, D1 ag 3, TRHR agonist 1.3, D2 PAM -16, TRHR enhancer -1 and D1 PAM 4.
Screening COc1ccc(C(=O)N(C)C2CCCCC2)cc1S(=O)(=O)N1CCOCC1 returned D2 agonist 0.9, D1 antagonist 6, D1 ag 4, RXFP1 antag 0, TRHR agonist 0.2, D2 PAM -7, TRHR enhancer 1, D1 PAM -2 and D2 antagonist 7.
O=[N+]([O-])c1ccc(Nc2ccccc2O)c2nonc12 was read as D2 agonist -0.2, D1 antagonist -27, D1 ag 25, RXFP1 antag 10, TRHR agonist 1.6, D2 PAM -3, TRHR enhancer -14, D1 PAM -4 and D2 antagonist 11.
Screening Cc1ccc(NC(=O)CN(C)C(=O)CCOc2cccc(C)c2)cc1 returned D1 antagonist 6, D1 ag 0, RXFP1 antag 3, TRHR agonist 0.3, TRHR enhancer -1 and D1 PAM 4.
Screening O=c1nc(Nc2ccccc2)sc2ccc([N+](=O)[O-])cc12 returned D1 antagonist -15, D1 ag 1, RXFP1 antag 5, TRHR agonist 0.4, D2 PAM -7, TRHR enhancer 2 and D1 PAM -4.
For COc1ccc2c(c1)sc1nc(=O)ccn12 the results were D1 antagonist -7, D1 ag 0, RXFP1 antag -9, TRHR agonist 0.1, D2 PAM -7, TRHR enhancer 2 and D1 PAM -11.
Screening ON=C1c2ccccc2-c2ccccc21 returned D2 agonist -0.5, D1 antagonist -12, D1 ag 4, RXFP1 antag 6, TRHR agonist -0.2, D2 PAM 4, TRHR enhancer -3, D1 PAM 2 and D2 antagonist 14.
`CCOC(=O)CCNC(=O)c1ccc2nc(C3CCCCC3)oc2c1` gave D2 agonist 1.3, D1 antagonist -3, D1 ag -2, RXFP1 antag -2, TRHR agonist 0.2, D2 PAM 17, TRHR enhancer -6, D1 PAM -7 and D2 antagonist -7.
CN(C(=O)Nc1ccc(Cl)cc1Cl)[C@H]1c2cc(Br)ccc2OC[C@H]1CO was read as D2 agonist 0.0, D1 antagonist 9, D1 ag 3, RXFP1 antag -4, TRHR agonist -0.2, D2 PAM -3, TRHR enhancer -1, D1 PAM -6 and D2 antagonist -1.
For O=c1c(-c2ccco2)[n+]([O-])c2ccccc2n1OCc1ccccc1 the results were D2 agonist 0.6, D1 antagonist -3, D1 ag 0, RXFP1 antag -1, TRHR agonist 0.1, D2 PAM 8, TRHR enhancer -2, D1 PAM -1 and D2 antagonist 4.
Screening CCn1cc(C(=O)O)c(=O)c2cc(F)c(N3CCN(S(=O)(=O)c4ccc(NC(=O)OC)cc4)CC3)cc21 returned D2 agonist -0.9, D1 antagonist -6, D1 ag 3, RXFP1 antag 7, TRHR agonist -0.6, D2 PAM 1, TRHR enhancer 5, D1 PAM -4 and D2 antagonist -4.
`CCCOc1ccc(C2C(=O)N(C3CCCCC3)CC(=O)N2C2CC2)cc1OC` (stereo not drawn) gave D2 agonist -0.3, D1 antagonist 8, D1 ag -1, RXFP1 antag -10, TRHR agonist -0.2, D2 PAM -3, TRHR enhancer 8, D1 PAM 0 and D2 antagonist -4.
COc1ccccc1N1CCN(c2nc3c(C)cccn3c(=O)c2C=O)CC1 was read as D1 antagonist 0, D1 ag 1, RXFP1 antag -19, TRHR agonist 1.4, TRHR enhancer 4 and D1 PAM 2.
For Cc1cc(S(=O)(=O)N2CCOCC2)ccc1OCC(=O)Nc1ccc(F)cc1F the results were D2 agonist 3.0, D1 antagonist 1, D1 ag 2, RXFP1 antag 15, TRHR agonist 1.7, D2 PAM -8, TRHR enhancer -7 and D2 antagonist 12.
Screening Nc1c2c(nn1-c1ccc(F)cc1)CSC2 returned D2 agonist -0.4, D1 antagonist 17, D1 ag 3, RXFP1 antag -7, TRHR agonist -0.1, D2 PAM -7, TRHR enhancer -1, D1 PAM 0 and D2 antagonist 1.
`Cc1oc2ncn(C)c(=O)c2c1C(=O)N1CCN(c2ccccc2F)CC1` gave D2 agonist -0.2, D1 antagonist 5, D1 ag 0, TRHR agonist 0.0, D2 PAM -5, TRHR enhancer -2 and D1 PAM -3.
For Cc1[nH]ccc(=O)c1Cc1c(Cl)cccc1Cl the results were D2 agonist 1.1, D1 antagonist 21, D1 ag 2, RXFP1 antag 7, TRHR agonist 1.5, D2 PAM 8, TRHR enhancer -1, D1 PAM 12 and D2 antagonist 10.
For O=C(COc1ccc(Cl)cc1Cl)NN=C1CCCCC1 the results were D2 agonist -0.1, D1 antagonist 5, D1 ag 0, RXFP1 antag -7, TRHR agonist 0.6, D2 PAM 7, TRHR enhancer -3, D1 PAM -6 and D2 antagonist 1.
Screening O=C(O)c1cccc(N2C(=O)CSC2c2c(F)cccc2Cl)c1 (stereo not drawn) returned D2 agonist 0.5, D1 antagonist -4, D1 ag 1, RXFP1 antag -1, TRHR agonist 0.4, D2 PAM 30, TRHR enhancer 2, D1 PAM -10 and D2 antagonist -8.
For O=C(NC(=S)N(Cc1ccccc1)c1ccccn1)C1CC1 the results were D2 agonist -1.3, D1 antagonist -6, D1 ag 3, RXFP1 antag -13, TRHR agonist 0.3, D2 PAM 7, TRHR enhancer 3, D1 PAM -1 and D2 antagonist 5.
For CC(=O)Oc1ccc(/C=C2/CCc3ccccc3C2=O)cc1 the results were D2 agonist 0.3, D1 antagonist -2, D1 ag 3, RXFP1 antag -10, TRHR agonist -0.9, D2 PAM -5, TRHR enhancer 1, D1 PAM -1 and D2 antagonist -7.
For COC(c1ccccc1)c1nnc(CCC(=O)NCc2cccc(-n3cccn3)c2)o1 (stereo not drawn) the results were D2 agonist 0.6, D1 antagonist 11, D1 ag -1, RXFP1 antag 3, TRHR agonist 1.1, D2 PAM -6, TRHR enhancer 13, D1 PAM -3 and D2 antagonist 13.
Screening COc1ccccc1-c1noc(CSc2nc3ccc(C)cc3[nH]2)n1 returned D2 agonist -1.2, D1 antagonist -5, D1 ag 9, RXFP1 antag -14, TRHR agonist -2.7, D2 PAM 12, TRHR enhancer 6 and D1 PAM -3.
`CN1CCN(NC(=O)NC2CCCCC2)CC1` gave D2 agonist 0.6, D1 antagonist -39*, D1 ag 28, RXFP1 antag 1, TRHR agonist 0.9, D2 PAM -3, TRHR enhancer 41*, D1 PAM 2 and D2 antagonist 8.
For Cc1cc(C)cc(OCC(=O)NCc2cc(C)nc3ccccc23)c1 the results were D2 agonist -1.8, D1 antagonist -15, D1 ag 0, RXFP1 antag 5, TRHR agonist -1.8, D2 PAM -6, TRHR enhancer -6, D1 PAM -8 and D2 antagonist 10.
Screening Cc1ccc(NC(=O)CN2C(=O)CSc3ccc(S(=O)(=O)N(C)C)cc32)c(C)c1 returned D2 agonist -0.4, D1 antagonist -9, D1 ag 3, TRHR agonist -0.9, D2 PAM -1, TRHR enhancer -1 and D1 PAM -1.
`NC(=O)c1ncc(C(F)(F)F)cc1Oc1ccc(F)cc1` gave D2 agonist -0.8, D1 antagonist 8, D1 ag 1, RXFP1 antag 7, TRHR agonist 0.9, D2 PAM 12, TRHR enhancer -1, D1 PAM -6 and D2 antagonist 7.
For COc1ccc(-c2cc(=O)oc3cc(OCC(=O)N(C)C)ccc23)cc1 the results were D2 agonist -1.0, D1 antagonist -2, D1 ag 4, RXFP1 antag 0, TRHR agonist -0.3, D2 PAM 3, TRHR enhancer 4, D1 PAM 1 and D2 antagonist 0.
Screening CCCc1nnc(NC(=O)Cc2coc3ccc(C)cc23)s1 returned D2 agonist -0.5, D1 antagonist 0, D1 ag -1, RXFP1 antag -11, TRHR agonist 0.3, D2 PAM 15, TRHR enhancer 2 and D1 PAM 0.
Cn1c(=O)c(C(=O)CN2CC(=O)Nc3ccccc32)c(N)n(Cc2ccccc2)c1=O was read as D2 agonist 2.3, D1 antagonist -6, D1 ag 2, RXFP1 antag -3, TRHR agonist 2.2, D2 PAM 6, TRHR enhancer -10, D1 PAM -2 and D2 antagonist -9.
O=C(CC1SC(=NCC2CCCO2)NC1=O)Nc1cc([N+](=O)[O-])ccc1Cl (stereo not drawn) was read as D2 agonist 1.9, D1 antagonist -14, D1 ag 1, RXFP1 antag -25, TRHR agonist -0.4, D2 PAM -14, TRHR enhancer 23, D1 PAM -4 and D2 antagonist 0.
`CCN1CCN(c2nc(-c3cccnc3)nc3ccccc23)CC1` gave D2 agonist 0.1, D1 antagonist -20, D1 ag 1, RXFP1 antag 5, TRHR agonist 0.3, D2 PAM 5, TRHR enhancer -6, D1 PAM -5 and D2 antagonist -4.
Screening CCOc1ncccc1C(=O)NNC(=O)c1ccccc1-n1cccc1 returned D2 agonist 0.5, D1 antagonist 5, D1 ag 3, RXFP1 antag 7, TRHR agonist -0.6, D2 PAM 12, TRHR enhancer -2, D1 PAM 0 and D2 antagonist -9.
O=C(Nc1ccc2oc(-c3cccnc3)nc2c1)c1ccc2c(c1)OCCO2 was read as D2 agonist 0.0, D1 antagonist 7, D1 ag 4, RXFP1 antag -5, TRHR agonist -0.1, D2 PAM 6, TRHR enhancer 21, D1 PAM -1 and D2 antagonist -9.
CC(=O)NC(c1cccs1)c1cc(Br)c2cccnc2c1O (stereo not drawn) was read as D1 antagonist 14, D1 ag 7, TRHR agonist -0.3, TRHR enhancer 13 and D1 PAM 4.

Three compounds drawn at random from those above, as already listed:
O=C(CC1SC(=NCC2CCCO2)NC1=O)Nc1cc([N+](=O)[O-])ccc1Cl (stereo not drawn) was read as D2 agonist 1.9, D1 antagonist -14, D1 ag 1, RXFP1 antag -25, TRHR agonist -0.4, D2 PAM -14, TRHR enhancer 23, D1 PAM -4 and D2 antagonist 0.
Screening CCOc1ncccc1C(=O)NNC(=O)c1ccccc1-n1cccc1 returned D2 agonist 0.5, D1 antagonist 5, D1 ag 3, RXFP1 antag 7, TRHR agonist -0.6, D2 PAM 12, TRHR enhancer -2, D1 PAM 0 and D2 antagonist -9.
`CCN1CCN(c2nc(-c3cccnc3)nc3ccccc23)CC1` gave D2 agonist 0.1, D1 antagonist -20, D1 ag 1, RXFP1 antag 5, TRHR agonist 0.3, D2 PAM 5, TRHR enhancer -6, D1 PAM -5 and D2 antagonist -4.
